FBPA Giardia inh – qHTS Assay for Inhibitors of Fructose-1,6-bisphosphate Aldolase from Giardia Lamblia | Potency, µM (titrated, usually from 59.6 µM), without a hit: at the highest dose activity, negative = inhibition, usual class: inhibitors | 290,000 tested, 0.71% active | AID 2451, 2010 | A8B2U2 | purified Giardia FBPA; note: potency is the fitted concentration of half-maximal effect; % is set by controls: 0 for no effect and ±100 for the full control effect; nearly all actives have a fitted effect of over 55% in size
Target sequence (A8B2U2 whole entry, looked up): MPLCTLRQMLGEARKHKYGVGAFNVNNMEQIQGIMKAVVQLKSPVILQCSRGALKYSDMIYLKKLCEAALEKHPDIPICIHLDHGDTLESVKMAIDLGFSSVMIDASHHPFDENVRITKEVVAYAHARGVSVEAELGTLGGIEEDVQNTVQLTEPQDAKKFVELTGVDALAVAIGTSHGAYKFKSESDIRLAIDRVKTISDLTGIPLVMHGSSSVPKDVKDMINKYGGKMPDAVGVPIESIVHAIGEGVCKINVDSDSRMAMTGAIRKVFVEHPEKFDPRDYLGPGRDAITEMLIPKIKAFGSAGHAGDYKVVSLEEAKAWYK
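Giardia FBPA (40 nM reagent) was preincubated 10 min at RT with compound (up to 57.5 uM final), then substrate plus GAPDH/TPI/NAD/arsenate coupling system with diaphorase/resazurin was added; resorufin fluorescence (525/598 nm) was read after 20 min.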
HCMV inh – qHTS Assay for inhibitors of the human cytomegalovirus (HCMV) | AID 1259415, 2018 | activity change, negative = inhibition, % at 57.5 µM | HFF cells, HCMV-luciferase reporter, 72 h; hits give low values | 410,000 tested, 4.5% active; in the data active = activity change below about -60%; inconclusive = no clear call, values can overlap the other calls; inactive = above about -39%; note: % is set by controls: 0 for no effect and ±100 for the full control effect
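Luciferase read-out from HCMV-luciferase-infected HFFs (MOI 1 PFU/cell) 72 h post infection at 37C; compounds added after 16 h cell attachment; activity normalized between buffer-only basal and Salinomycin (10uM) inhibitor controls.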
CHX counter – Cycloheximide Counterscreen for Small Molecule Inhibitors of Shiga Toxin; 300,000 tested, 12% active; cell reporter, cycloheximide protein synthesis inhibition counterscreen; max response, %; in the data active = max response mostly above about 13%, no sharp cut-off; inactive = mostly below about 14%; note: read at 38.3 µM for the half of the compounds with a filed dose; 0% is about no effect
Shiga toxin inh – A qHTS for Small Molecule Inhibitors of Shiga Toxin. Vero cells, Shiga toxin protein synthesis inhibition reporter. inhibition, % at 38.7 µM. 290,000 tested, 9.2% active; in the data active = inhibition mostly above about 28%, no sharp cut-off; inactive = mostly below about 43%; note: 0% is about no effect
AmpC no deterg – qHTS Inhibitors of AmpC Beta-Lactamase (assay without detergent). P00811. AmpC nitrocefin hydrolysis, absorbance 480 nm, 0.0001% Triton. Potency, µM (top dose mostly 57.1 µM), inactives show at the highest dose activity change, negative = inhibition, actives largely listed as inhibitors. 330,000 tested, 0.52% active. AID 485341, 2010;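 note: potency is the fitted concentration of half-maximal effect; plate controls were no compound for no effect and no enzyme for full effect; nearly all actives have a fitted effect of over 20% in size; some results filed as inactive show a strong effect at the top dose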
Target sequence (P00811 whole entry, looked up): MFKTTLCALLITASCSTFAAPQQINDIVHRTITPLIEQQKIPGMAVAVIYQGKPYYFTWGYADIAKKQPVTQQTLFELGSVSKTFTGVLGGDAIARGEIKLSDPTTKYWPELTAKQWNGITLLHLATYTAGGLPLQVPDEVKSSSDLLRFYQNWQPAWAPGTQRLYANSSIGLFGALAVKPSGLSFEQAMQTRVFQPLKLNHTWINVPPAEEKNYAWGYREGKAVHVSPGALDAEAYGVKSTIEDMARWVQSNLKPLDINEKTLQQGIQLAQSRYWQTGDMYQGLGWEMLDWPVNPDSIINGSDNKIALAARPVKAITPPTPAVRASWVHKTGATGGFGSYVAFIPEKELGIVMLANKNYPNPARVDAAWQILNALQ
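20 mM phosphate pH 7.0 + 0.01% (detergent screen) or 0.0001% Triton X-100; 5.3 nM AmpC reagent; cpd preinc 15 min RT; nitrocefin (800 uM stock) to start; A480 q20 s × 4 min; Activity was normalised to no-enzyme and no-compound control wells.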
AmpC detergent – qHTS Inhibitors of AmpC Beta-Lactamase (assay with detergent). P00811. AmpC hydrolysis of nitrocefin, absorbance 480 nm, 0.01% Triton. Potency, µM (series often up to 114 µM), for the others: at the highest dose activity change, negative = inhibition, most hits filed as inhibitors. 370,000 tested, 0.041% active. AID 485294, 2010;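 note: potency is the fitted concentration of half-maximal effect; 0% = no-compound wells and -100% = no-enzyme wells; nearly all actives have a fitted effect of over 25% in size; some results filed as inactive show a strong effect at the top dose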
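20 mM phosphate pH 7.0 + 0.01% (detergent screen) or 0.0001% Triton X-100; 5.3 nM AmpC reagent; cpd preinc 15 min RT; nitrocefin (800 uM stock) to start; A480 q20 s × 4 min; Activity was normalised to no-enzyme and no-compound control wells.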
AMA1 RON2 block – qHTS for Inhibitors of AMA1-RON; Towards Development of Antimalarial Drug Lead: Primary Screen; Plasmodium falciparum AMA1 (3D7) - RON2 peptide interaction; AlphaScreen AMA1-biotinylated RON2 peptide binding; Potency, µM (top dose mostly 58.2 µM), without a hit: at the top dose activity change, negative = inhibition, hits mostly inhibitors; 360,000 tested, 0.2% active; AID 720542, 2013;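 note: potency is the fitted concentration of half-maximal effect; 0% = vehicle wells and -100% = peptide control; nearly all actives have a fitted effect of over 45% in size; some results filed as inactive show a strong effect at the top dose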
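AMA1 (3D7) with his tag at 25 nM final met compounds first, then biotinylated RON2 peptide at 25 nM; detection used donor plus acceptor beads, 10 µg/mL apiece, read by AlphaScreen after 30 min at room temperature.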
The depositor's hits bear a star; u = inconclusive; x = no result given; & = joins results of further samples; [ ] = remark or other dose. Unless noted, calls come from the whole dose curve; as a rule, active = well fitted curve in the direction sought with a large enough effect; inconclusive = small, poorly fitted or top-dose-only effect, or another doubt; inactive = no such curve, though single readings can be large; an effect the other way counts as inactive or inconclusive.

SMILES | FBPA Giardia inh | HCMV inh | CHX counter | Shiga toxin inh | AmpC no deterg | AmpC detergent | AMA1 RON2 block
COC(=O)C1=C(C)N(c2ccc(C)c(C)c2)/C(=C/c2cccs2)C1=O | 6.0% | 0.9 | -1.1 | 3.4 | -10.6% | -1.0% | 10.5%
CCNC(=O)NC(=O)C(C)OC(=O)c1ccc(-n2nc(SC)sc2=S)cc1 (stereo not given) | -0.4% | -36.4 | 7.8 | -1.5 | -42.4% | u | -14.8%
CC1CC(C)CN(C(=O)Cn2c(-c3nonc3N)nc3ccccc32)C1 (stereo not given) | -5.7% | 44.1 | -4.4 | -0.9 | -25.5% | 0.9% | 0.0%
CCOC(=O)c1c(CN2CCCCC2)oc2ccc(OC)cc12 | 4.7%&-9.6% | -7.6&0.2 | -1.4&-5.9 | -13.4&-3.5 | 30.2%&18.5% | -10.6%&-14.5% | -13.7%&-13.4%
CCn1c(=O)c(C(=O)Nc2ccc(C)cc2C)c(O)c2ccccc21 | 13.2% | x | -0.8 | -17.9 | -14.3% | 6.6% | 36.2%[activator]
Cc1cc(C)nc(N(C#N)S(=O)(=O)c2ccccc2)n1 | 8.4% | -8.8 | -6.2 | 18.9 | -13.4% | -13.1% | 5.5%
N#Cc1c(NC(=O)C2CCCO2)sc2c1CCCCC2 (stereo not given) | -4.2% | 23.3 | 48.6* | 82.7* | 4.0% | u | -4.4%
CCCCC(=O)NC(c1ccccc1Cl)c1ccc2cccnc2c1O (stereo not given) | u | -95.9* | -1.9 | 6.5 | -39.0% | -12.1% | 133.6%[activator]
CC(OC(=O)c1cnc(Cl)c(Cl)c1)C(=O)NCc1ccccc1 (stereo not given) | x | -30.4 | x | x | -23.4% | -8.5% | 7.8%
Cc1cccc(/C=C(\C#N)C(=O)Nc2ccccn2)c1 | u | 12.0 | 0.0 | -5.4 | -14.7% | 0.5% | -0.1%
CCc1cccc(C)c1NC(=O)COC(=O)c1c2c(nc3ccccc13)/C(=C\c1cccs1)CCC2 | 2.3% | -28.2 | -2.9 | -6.0 | -49.5% | -3.6% | -9.2%
CCOc1ccc(/C=C2/SC(=S)N(C(C(=O)O)c3ccccc3)C2=O)cc1OCC (stereo not given) | 14.0% | -16.3 | -4.0 | 14.7 | -3.1% | 3.7% | -15.4%
COc1ccc(S(=O)(=O)N2CCN(C)CC2)cc1C(=O)N1CCCCC1 | x | 29.6 | -2.4 | 26.3 | -13.8% | u | 1.3%
O=C(Nc1ccc(S(=O)(=O)Nc2cnc3ccccc3n2)cc1)c1ccc(Cl)c([N+](=O)[O-])c1 | 2.5% | 51.5 | 1.4 | -3.6 | -46.9% | u | -13.1%
COc1ccccc1C1c2c(C)nn(-c3ccccc3)c2NC(=O)C1NC(=O)c1ccccc1 (stereo not given) | -4.0% | u | -2.5 | 5.2 | -33.5% | 5.3% | 0.3%[11.6 µM]

(more compounds)
SMILES | FBPA Giardia inh | HCMV inh | CHX counter | Shiga toxin inh | AmpC no deterg | AmpC detergent | AMA1 RON2 block
COc1ccc(C(c2nnnn2C2CCCCC2)N2CCN(C)CC2)c(OC)c1 (stereo not given) | -1.1% | -24.6 | 6.0 | 3.4 | -7.1% | -5.3% | 4.2%
COc1ccccc1C(=O)NN1C(=O)C2C3C=CC(O3)C2C1=O (stereo not given) | 2.2% | 40.6 | 4.8 | -10.6 | -4.4% | 0.2% | 16.9%
CC(Oc1cccc(Cl)c1)C(=O)Nc1ccccc1N1CCCC1 (stereo not given) | x | 22.0 | x | x | -17.9% | -10.2% | u
CC(C)NC(=O)CSc1c2c(nc3ccccc13)CCCC2 | -0.4% | -71.8* | -3.7 | -18.3 | -4.7% | -5.4% | u
NS(=O)(=O)c1ccc(CCNC(=O)CNC(=O)c2ccc(F)cc2)cc1 | 4.3% | -5.6 | -8.2 | -5.2 | -5.3% | 2.8% | 23.1%
CN(CC(=O)Nc1ccccc1Cl)CC(=O)Nc1sc2c(c1C(N)=O)CCC2 | x | -7.9 | x | x | 38.9% | -15.6% | 75.0%[activator]
O=C(CSc1ncc(S(=O)(=O)c2ccccc2)c(=O)[nH]1)Nc1ccccc1Cl | u | u | -4.2 | -22.3 | -23.4% | 5.0% | -4.6%
COc1ccc(NC(=O)CN(C)CCOc2ccc(Cl)cc2)cc1OC | u | -19.8 | -1.7 | -6.9 | 73.2%[activator] | u | u
Cc1c(C(=O)N(CCc2ccccc2)Cc2ccccc2)cccc1[N+](=O)[O-] | -9.8% | 27.6 | 5.0 | 36.4 | -5.1% | 4.5% | 80.2%[activator]
COc1ccc(OC)c(NS(=O)(=O)c2ccc(Cl)nc2)c1 | -16.5% | 0.3 | -1.2 | 27.5 | -14.3% | -10.0% | 0.7%
O=C(c1ccc2c(c1)OCO2)N1CCNc2ccccc2C1 | 2.7% | -3.5 | 3.6 | -11.2 | -20.5% | -3.3% | -6.3%
Cn1c(SCC#N)nnc1-c1cnccn1 | 1.5% | -12.5 | -0.9 | -3.8 | -13.1% | 0.1% | 0.4%
O=C(NCCc1ccccc1F)C1CC(=O)N(c2ccccc2)C1 (stereo not given) | x | -37.6 | -4.8 | -7.2 | -7.7% | 6.3% | -1.0%
COc1ccc(CNC(=O)CSc2nnc3c(n2)[nH]c2ccc(F)cc23)cc1 | -22.6% | -70.7* | -8.9 | -2.2 | -3.0% | 4.5% | 3.4%
CC(C)c1ccc(CN(C(=O)c2ccco2)C2CCS(=O)(=O)C2)cc1 (stereo not given) | 7.9% | -28.7 | -4.1 | -10.9 | 48.6% | -10.2% | 7.3%

Among those listed so far, these have a nitro group on carbon.
SMILES | FBPA Giardia inh | HCMV inh | CHX counter | Shiga toxin inh | AmpC no deterg | AmpC detergent | AMA1 RON2 block
O=C(Nc1ccc(S(=O)(=O)Nc2cnc3ccccc3n2)cc1)c1ccc(Cl)c([N+](=O)[O-])c1 | 2.5% | 51.5 | 1.4 | -3.6 | -46.9% | u | -13.1%
Cc1c(C(=O)N(CCc2ccccc2)Cc2ccccc2)cccc1[N+](=O)[O-] | -9.8% | 27.6 | 5.0 | 36.4 | -5.1% | 4.5% | 80.2%[activator]

(next part)
SMILES | FBPA Giardia inh | HCMV inh | CHX counter | Shiga toxin inh | AmpC no deterg | AmpC detergent | AMA1 RON2 block
Oc1ccccc1-c1nc(NCC2CCCO2)c2ccccc2n1 (stereo not given) | 1.4% | 18.5 | -1.5 | -2.9 | 3.3% | -1.1% | -7.6%
COc1cc(N/C(=N/S(=O)(=O)c2ccccc2)c2ccccc2)ncn1 | -5.6% | 19.5 | 45.7* | 67.7* | x | 5.8% | -11.8%
CCn1c(C)cc(/C=C2\NC(=O)N(CC(=O)Nc3ccc(F)cc3)C2=O)c1C | -18.0% | -4.7 | -1.4 | 22.0 | 43.7% | -4.8% | -8.4%
COC(=O)c1ccc(NC(=O)C2CC(=O)N(c3cc(C)ccc3C)C2)cc1 (stereo not given) | -0.1% | u | -1.5 | -8.0 | 32.1% | -4.2% | -4.0%
COc1cc(NC(=O)Cn2nnc(-c3ccccc3N)n2)cc(OC)c1 | -1.7% | -3.5 | -2.0 | -12.5 | 20µM* | -5.4% | -3.7%
O=C(CCCNS(=O)(=O)c1cccc2nsnc12)NCc1ccccc1 | 1.0% | 18.4 | -0.8 | 13.3 | 0.6% | -1.6% | 16.0%
O=C(COC(=O)c1ccncc1)Nc1cccc(Cl)c1 | 2.0% | 5.9 | 19.1 | -2.4 | -33.3% | -10.1% | -12.8%
COc1ccc(S(=O)(=O)N(NC2=NS(=O)(=O)c3ccccc32)C(=O)C(C)C)cc1 | 0.9% | -2.7 | -3.7 | -6.8 | -40.5% | -2.9% | 28.8%
Cc1cc(NC(=O)CN2C(=O)NC(C)(c3ccccc3)C2=O)no1 (stereo not given) | 2.5% | 29.4 | -4.2 | -18.0 | -15.8% | 3.5% | 0.9%
O=[N+]([O-])c1ccc(N2CCCNCC2)c2ncccc12 | -13.9% | 35.4 | -3.1 | -5.7 | -10.3% | 8.3% | 95.0%[activator]
CC1CCC(NC(=O)C2c3ccccc3C(=O)N2Cc2ccc3c(c2)OCO3)CC1 (stereo not given) | 5.0% | -5.3 | -1.2 | 15.2 | -35.0% | 3.8% | -2.3%
CN(Cc1ccco1)S(=O)(=O)c1nnc(NC(=O)c2ccc(F)cc2)s1 | 20µM* | -24.9 | 2.0 | -2.9 | -20.4% | u | -8.7%
O=[N+]([O-])c1ccccc1NCc1ccc(Cl)cc1 | 3.7% | 3.6 | 19.5* | 48.7* | -33.9% | -12.0% | u
CCOC(=O)c1c(NC(=O)c2nn(CC)cc2Br)c(C#N)nn1-c1ccccc1 | -1.7% | -20.8 | 4.2 | -4.8 | u | -13.4% | 14.1%
CC(C)(C)OC(=O)N1CCN(c2ccc(CNC(=O)c3ccc(Cl)cc3)cc2)CC1 | -2.9% | -95.2* | -2.1 | -6.7 | 16.3% | -5.8% | -15.4%

The list continues.
canonical_smiles | FBPA Giardia inh | HCMV inh | CHX counter | Shiga toxin inh | AmpC no deterg | AmpC detergent | AMA1 RON2 block
Cn1c(SCc2ccccc2Cl)nnc1-c1cnccn1 | 1.3% | 15.9 | 24.3* | 132.5* | 2.7% | 6.4% | 1.8%
Cc1cccc(NC(=S)Nc2cccc(C)n2)n1 | -0.6% | 46.3 | 14.7 | 20.6 | -14.9% | 7.7% | 8.8%
CN1C=CC=C/C1=C1\SC(=S)N(c2ccccc2)C1=O | -6.7% | 86.4 | -0.8 | -7.9 | -9.8% | 1.7% | -0.5%
CCOCCn1c(CCCO)nc2ccccc21 | -1.3% | 5.8 | 1.9 | -5.7 | 2.5% | u | -8.3%
O=C(Nc1c2c(nn1-c1ccccc1)CS(=O)C2)c1ccc2c(c1)OCO2 (stereo not given) | x | 98.3 | -2.3 | -5.8 | -31.5% | -1.9% | 0.3%
COc1ccc(N(CC(=O)Nc2ccc(C)c(C)c2)S(=O)(=O)c2c(C)noc2C)cc1 | x | u | 5.8 | 8.0 | -7.4% | -4.7% | 1.3%
COc1cc(C2C(C(=O)c3ccco3)=C(O)C(=O)N2c2cc(C)on2)cc(Br)c1O (stereo not given) | 3.2% | 59.2 | -3.3 | -12.4 | -33.6% | 0.7% | 0.0%
C(=C\c1nc(-c2ccncc2)no1)/c1ccccc1 | 0.6% | 29.4 | -0.6 | 0.8 | -8.8% | 0.6% | 14.2%
CCOC(=O)C(CCCP(=O)(c1ccccc1)c1ccccc1)(NC(C)=O)C(=O)OCC | 5.3% | 25.5 | 1.7 | 1.1 | 49.6% | 0.6% | -1.0%
O=C(CC1SC(=Nc2ccccc2)N(CCCO)C1=O)Nc1ccc(Cl)cc1 (stereo not given) | 10.2% | x | 2.6 | -6.4 | 157.5%[activator] | -2.5% | u
